# VLA-4 inh: inhibition in a human VLA-4 binding assay. P13612. VLA-4 expressing cells, ligand binding flow cytometry. inhibition, % (about 7 µM as worked out from the volumes in the protocol). 330,000 compounds, 0.2% hits; in the data active = inhibition above about 50%
# MEP2 TOR yeast: alters MEP2-GFP fluorescence in TOR pathway yeast screen. S. cerevisiae MEP2-GFP strain, flow cytometry GFP, 3 h; 100% = DMSO control level. GFP response vs DMSO, % at 10 µM. 330,000 compounds, 0.51% hits;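 active = GFP response versus DMSO above a set limit, roughly screen mean plus 3 SD, cut at about 180% in these data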;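 also: median GFP fluorescence of the barcode-gated MEP2-GFP cells per well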
# RPL19A TOR yeast: alters RPL19A-GFP fluorescence in TOR pathway yeast screen. 330,000 compounds, 0.3% hits. AID 2025. S. cerevisiae RPL19A-GFP strain, flow cytometry, 3 h; hits give low values. percent response vs DMSO, % at 10 µM;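 active = percent response vs DMSO below 50%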;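 also: median channel GFP fluorescence of the barcoded RPL19A-GFP strain; ratio of sample median GFP to plate DMSO average so 100% = DMSO; lower means less RPL19A-GFP as with rapamycin TOR inhibition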
# AGP1-GFP MLPCN: yeast TOR pathway AGP1-GFP modulation | S. cerevisiae AGP1-GFP multiplex flow cytometry, 3 h; GFP as percent of DMSO wells | GFP response vs DMSO, % at 10 µM | 320,000 compounds, 0.02% hits | AID 2066;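 active = GFP response relative to DMSO above a set limit, near screen average plus 3 SD, cut at about 150% in these data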;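 also: median GFP channel fluorescence of the gated AGP1 strain per well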
# CIT2-GFP yeast: alters CIT2-GFP fluorescence in TOR pathway yeast screen; S. cerevisiae CIT2-GFP strain, flow cytometry, 3 h; 100 means same as DMSO wells; GFP response vs DMSO, % at 10 µM; 320,000 compounds, 0.065% hits; AID 2029;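 active = GFP response relative to DMSO above a set limit, near the screen mean plus 3 SD, cut at about 150% in these data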;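 also: ratio of well median GFP fluorescence to mean of DMSO wells on the plate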
# LAP4 TOR yeast: alters LAP4-GFP fluorescence in TOR pathway yeast screen; 320,000 compounds, 0.34% hits; GFP response vs DMSO, % at 10 µM; S. cerevisiae LAP4-GFP multiplex, flow cytometry GFP, 3 h; median GFP as percent of DMSO wells; AID 2023;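 active = GFP response vs DMSO above a set limit, about the screen mean plus 3 SD, cut at about 150% in these data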
# GRK2 aptamer HTS: human GRK2 inhibition via aptamer displacement. 330,000 compounds, 0.59% hits. bead flow cytometry, FAM-aptamer displacement from GRK2. inhibition of aptamer binding, % at 10 µM. P25098;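 active = inhibition of aptamer binding above 40%, roughly 3 SD of noise, on plates passing a quality check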;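 also: median bead fluorescence of bound FAM aptamer so fluorescent compounds give negative values; no value below 0 was filed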
# Target sequence (P25098 whole entry, looked up): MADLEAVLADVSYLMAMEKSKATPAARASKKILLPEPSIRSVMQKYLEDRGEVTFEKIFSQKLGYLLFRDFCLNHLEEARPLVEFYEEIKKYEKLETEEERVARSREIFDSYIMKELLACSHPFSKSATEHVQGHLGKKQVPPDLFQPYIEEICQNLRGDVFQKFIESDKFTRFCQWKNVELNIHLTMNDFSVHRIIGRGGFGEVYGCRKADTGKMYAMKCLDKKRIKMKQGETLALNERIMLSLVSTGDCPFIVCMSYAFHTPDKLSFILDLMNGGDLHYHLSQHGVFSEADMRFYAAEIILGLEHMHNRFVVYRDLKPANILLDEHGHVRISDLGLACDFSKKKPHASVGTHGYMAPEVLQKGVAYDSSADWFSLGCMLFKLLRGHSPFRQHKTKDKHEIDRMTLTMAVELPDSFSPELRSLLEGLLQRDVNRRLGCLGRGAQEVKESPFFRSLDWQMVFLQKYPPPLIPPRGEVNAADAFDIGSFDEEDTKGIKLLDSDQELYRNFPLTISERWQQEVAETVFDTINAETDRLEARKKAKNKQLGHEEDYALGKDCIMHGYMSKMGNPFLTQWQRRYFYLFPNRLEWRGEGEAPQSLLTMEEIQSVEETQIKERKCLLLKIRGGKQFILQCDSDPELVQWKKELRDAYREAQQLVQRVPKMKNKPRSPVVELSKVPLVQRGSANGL
# CR mimetic SO: caloric restriction mimetics inhibiting age-related superoxide in yeast; S. cerevisiae aged cells, superoxide DHE fluorescence; hits give low values; superoxide response (% of plate mean), % at 10 µM; 330,000 compounds, 0.18% hits;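 active = superoxide response under a set limit, about three screen SD below normal, cut at about 65% in these data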;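 also: yeast aged for seven days with compound at 30 °C before DHE staining; 100% = average MFI of all compound-treated wells on the plate with controls excluded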
# Numbers without * were called inactive; i = inactive; nt = not tested or not shown.
SMILES,VLA-4 inh,MEP2 TOR yeast,RPL19A TOR yeast,AGP1-GFP MLPCN,CIT2-GFP yeast,LAP4 TOR yeast,GRK2 aptamer HTS,CR mimetic SO
CSc1ccc(-c2c(C#N)c(N)nc3c2c(C)nn3-c2ccccc2)cc1,-3.9,95.6,97.0,104.5,nt,100.6,0.0,103.8
O=C(Nc1ccc(NC(=O)c2cc3ccccc3o2)cc1)c1ccc2c(c1)OCCO2,0.0,99.4,101.0,104.2,106.2,98.7,0.0,101.5
CN1C[C@@H]2C(c3ccc(Cl)nc3)C3(c4ccccc4)CC2(C3)[C@H]1c1ccccc1 (stereo partly specified),-0.9,93.0,103.1,90.3,109.4,126.9,0.0,96.2
CCN(CC)S(=O)(=O)c1ccc(-c2nnc(SCC(=O)N3CCc4ccccc43)o2)cc1,-1.1,98.7,97.6,96.9,96.5,92.9,2.0,80.9
O=[N+]([O-])c1ccc2c(c1)nc(CO)n2Cc1ccccc1,10.6,105.7,104.5,105.0,106.8,95.4,5.0,108.2
Cc1cccc(NC(=O)C(C)Oc2ccccc2C)n1 (stereo unspecified),-1.3,104.0,95.8,nt,103.2,101.9,1.0,100.1
CCOC(=O)c1ccoc1CN1CCN(S(=O)(=O)c2ccc(C)c(C)c2)CC1,2.4,104.0,101.0,101.8,114.8,93.9,1.0,101.3
Cc1ccc(Cn2cc(C(=O)c3ccc(F)cc3)c(=O)c3cc4c(cc32)OCCO4)cc1,28.9,95.3,95.3,100.3,95.8,93.5,0.0,99.6
COc1ccc(OCCOCCN2CCc3ccccc3C2)cc1,0.0,106.2,103.6,98.2,94.0,83.7,1.0,95.3
CC(=O)Nc1ccc2c(c1)OCCO2,31.8,100.7,98.8,102.9,107.0,101.4,2.0,98.1
O=C(Nc1cccc(Cl)c1)c1nc[nH]c1C(=O)NCc1ccccc1,13.0,93.6,99.0,83.5,93.3,87.2,0.0,160.0
Cc1nc2cc(C)c(C)cc2s1,6.0,93.6,99.1,96.1,89.2,102.4,2.0,80.6
CCOC(=O)C1CCN(c2cc(C)nc3ccc(OC)cc23)CC1,3.5,94.9,96.9,101.5,97.0,104.4,0.0,96.5
Nc1ncc(Br)cc1S(=O)(=O)NCCC(=O)N1CCN(c2ncccn2)CC1,24.0,100.2,99.8,101.4,104.2,97.0,1.0,99.6
CCn1nc(NS(=O)(=O)c2ccc(C)cc2)c2cc3ccccc3nc21,4.5,100.6,100.2,95.2,89.8,96.2,2.0,73.8
CCC(=O)c1ccc(OCc2ccc(C(=O)OC)cc2)c(OC)c1,3.8,93.8,92.3,87.0,89.2,94.6,0.0,114.8
O=C(Nc1ccccc1)OCCOc1ccc(Br)cc1,-3.3,107.0,101.4,101.4,103.2,102.0,2.0,100.3
CC(=O)Nc1ccc(Oc2nc(C)cc(C)n2)cc1,0.0,95.3,95.9,96.7,104.9,92.4,1.0,95.5
Cc1cc(Cl)ccc1NC(=S)Nc1cccnc1,18.9,129.9,95.2,84.3,104.4,104.2,0.0,91.4
O=C(NCC1CCCO1)c1ccc2c(=O)n(Cc3ccc(Cl)cc3)c(=S)[nH]c2c1 (stereo unspecified),4.1,104.7,102.3,118.3,118.3,101.8,2.0,101.7
Cn1cccc1C(C(=O)NC1CCCCC1)N(C(=O)Cc1cccs1)C1CC1 (stereo unspecified),-8.6,93.9,91.5,87.6,89.6,97.2,0.0,140.7
O=C(CN1C(=O)NC(c2ccccc2)(c2ccccc2)C1=O)N1CCN(c2ccc(F)cc2)CC1,4.7,102.7,107.0,107.9,98.4,108.6,1.0,83.2
CC(=O)N1CCN(Cc2nc3scc(-c4ccccc4)c3c(=O)[nH]2)CC1,6.1,99.4,98.2,103.3,98.3,103.0,1.0,89.3
O=C(COc1cc2oc(=O)c3c(c2cc1Cl)CCC3)NCC(O)c1ccccc1 (stereo unspecified),-4.4,98.3,106.4,106.2,108.7,100.2,0.0,107.0
Cc1cccc(Nc2ccccc2C(=O)O)c1C,-1.0,77.9,91.0,71.5,82.0,112.2,0.0,94.8

# The final four compounds of the section above are carried over, then new ones follow:
SMILES,VLA-4 inh,MEP2 TOR yeast,RPL19A TOR yeast,AGP1-GFP MLPCN,CIT2-GFP yeast,LAP4 TOR yeast,GRK2 aptamer HTS,CR mimetic SO
O=C(CN1C(=O)NC(c2ccccc2)(c2ccccc2)C1=O)N1CCN(c2ccc(F)cc2)CC1,4.7,102.7,107.0,107.9,98.4,108.6,1.0,83.2
CC(=O)N1CCN(Cc2nc3scc(-c4ccccc4)c3c(=O)[nH]2)CC1,6.1,99.4,98.2,103.3,98.3,103.0,1.0,89.3
O=C(COc1cc2oc(=O)c3c(c2cc1Cl)CCC3)NCC(O)c1ccccc1 (stereo unspecified),-4.4,98.3,106.4,106.2,108.7,100.2,0.0,107.0
Cc1cccc(Nc2ccccc2C(=O)O)c1C,-1.0,77.9,91.0,71.5,82.0,112.2,0.0,94.8
COc1cc(S(=O)(=O)Nc2ccc(C)cc2)ccc1N=Cc1c(C)c(C#N)c(=O)n(C)c1O,-1.5,98.4,93.9,87.6,94.5,94.4,4.0,97.3
Cc1ccc(C(=O)CC2(O)C(=O)N(Cc3ccc4c(c3)OCO4)c3ccccc32)cc1 (stereo unspecified),13.7,84.1,97.1,98.5,105.5,88.2,2.0,91.2
Cc1ccc(S(=O)(=O)N(C)CC(=O)NCCCc2ccccc2)cc1,-6.7,108.1,104.5,107.5,104.9,106.7,8.0,99.7
Cc1ccc(S(=O)(=O)NC2(C(F)(F)F)NC(=O)N(Cc3ccccc3)C2=O)cc1 (stereo unspecified),1.7,102.9,101.0,96.9,98.8,95.3,3.0,105.5
CC1C(=O)N(Cc2ccc([N+](=O)[O-])cc2)c2ccccc2N1C(=O)c1c(F)cccc1F (stereo unspecified),5.9,111.2,111.3,106.8,115.6,95.8,5.0,103.7
c1ccc(-c2[nH]ncc2CN2CCc3ccccc3C2)cc1,20.2,99.1,89.6,95.8,88.6,99.2,2.0,104.8
CCOc1ccc(NS(=O)(=O)c2ccc(C(=O)N3CCN(C(C)=O)CC3)cc2)cc1,-4.4,96.7,97.1,96.2,95.0,96.1,0.0,115.1
CS(=O)(=O)N1CCCC(C(=O)NCc2ccc(F)cc2)C1 (stereo unspecified),28.0,96.7,110.0,76.2,67.5,94.6,2.0,94.9
O=C(CO)N/N=C/c1ccc(Cl)cc1,13.2,108.0,102.3,107.8,103.0,104.1,0.0,100.6
Cc1ccc(S(=O)(=O)N2CCN(C(=S)NCc3ccc4c(c3)OCO4)CC2)cc1,3.1,99.8,97.8,96.4,97.9,100.9,0.0,120.0
O=C(Nn1c(C2CCC2)nc2ccccc2c1=O)C1CCC1,0.4,102.8,94.0,96.2,91.8,101.3,1.0,115.2
CCCCC(=O)NC(Nc1nc(C2CC2)cs1)(C(=O)OCC)C(F)(F)F (stereo unspecified),8.9,113.4,102.4,108.0,105.4,110.0,4.0,100.1
CCOC(=O)C1CCCN(Cc2cn[nH]c2-c2ccc(F)cc2F)C1 (stereo unspecified),7.4,90.5,96.8,104.5,103.5,97.6,1.0,105.0
CCN1CCc2c(sc(NC(=O)Nc3ccc(Cl)c(Cl)c3)c2C(N)=O)C1,i,99.5,97.0,98.0,102.4,100.9,18.0,94.5
COc1ccc(C(=O)N2CCN(c3ncccn3)CC2)cc1S(=O)(=O)N1CCOCC1,-13.3,100.7,100.2,98.3,102.9,101.1,0.0,104.1
COc1ccc(NC(C)=O)cc1NC(=O)c1cccc(C(F)(F)F)c1,1.8,107.7,115.6,113.6,102.6,105.0,3.0,89.3
COc1ccc(/C=C2/SC(=O)N(CCC(=O)Nc3ccccc3C(=O)O)C2=S)cc1,14.6,108.0,100.1,113.4,108.2,132.3,8.0,91.2
Cc1occc1C(=O)Nc1nccs1,9.1,107.5,98.8,107.5,99.3,101.5,0.0,99.2
O=C(CSc1nnc(C2CCCCC2)o1)Nc1ccccc1Cl,-3.2,102.0,99.3,101.1,95.3,107.0,1.0,99.9
CS(=O)(=O)N1CCCC(C(=O)Nc2ccc3c(c2)OCCO3)C1 (stereo unspecified),-0.1,103.4,94.7,100.2,93.3,108.8,3.0,98.3
CCCc1nnc(NC(=O)COC(=O)c2cc(C)nc3ccccc23)s1,-19.9,92.0,90.9,93.7,98.9,85.3,2.0,85.7
COC(=O)Cn1cnc2c(nnn2-c2ccc(C)cc2)c1=O,-4.8,94.5,92.2,94.8,99.6,98.3,0.0,78.1
COC(=O)c1ccc(Cn2nc([N+](=O)[O-])c(Br)c2C)cc1,2.9,97.1,96.6,106.5,93.1,110.3,6.0,92.9
CCOc1ccc(CNc2ccc3c(c2)nc(C)n3C)cc1,13.3,111.8,102.9,109.9,107.1,110.5,4.0,99.6
O=C(c1ccco1)N1CCN(c2ccccc2F)CC1,5.1,104.1,98.4,99.3,108.0,102.3,1.0,103.3

# Additional compounds:
SMILES,VLA-4 inh,MEP2 TOR yeast,RPL19A TOR yeast,AGP1-GFP MLPCN,CIT2-GFP yeast,LAP4 TOR yeast,GRK2 aptamer HTS,CR mimetic SO
Cc1ccsc1C(=O)OCC(=O)Nc1nnc(-c2ccccc2)o1,3.3,101.9,100.3,103.8,92.2,122.5,0.0,119.3
COC(=O)C(Cc1ccccc1)NC(=O)CNC(=O)c1ccc(Br)cc1 (stereo unspecified),10.6,112.5,105.6,98.5,96.7,100.8,1.0,92.2
Cc1ccc(C(=O)/C=C/Nc2cccc(O)c2)cc1,-12.6,99.2,99.8,90.3,93.6,100.5,0.0,87.2
CCN1CCC(NC(=O)Nc2cc(Cl)ccc2OC)CC1,11.6,107.0,104.2,105.7,102.3,103.4,0.0,94.6
CC(=O)N/C(=C/c1ccc(OS(=O)(=O)c2ccc(C)cc2)cc1)C(=O)Nc1ccc(C(=O)O)cc1,2.8,109.9,106.5,109.9,105.5,102.0,3.0,94.4
CN1CCCN(C(=O)CNC(=O)c2ccccc2Br)CC1,-10.0,94.0,100.7,102.7,84.4,102.8,0.0,109.4
CN1C(=O)C(O)(CC(=O)/C=C/C=C/c2ccccc2)c2ccccc21 (stereo unspecified),4.8,106.3,96.0,93.8,96.8,99.7,3.0,99.8
CSc1nnc(-c2ccc(S(=O)(=O)N3CCOCC3)cc2)n1CC1CCCO1 (stereo unspecified),21.1,90.1,100.0,91.3,87.7,100.1,0.0,105.3
O=C(COc1ccc(Br)cc1)N1CCOCC1,7.1,104.6,102.0,98.5,91.9,102.5,0.0,108.8
CC(C(=O)Nc1cccnc1)c1ccc([N+](=O)[O-])cc1 (stereo unspecified),16.3,110.1,107.8,106.6,107.8,101.0,1.0,99.8
O=C(NCCN1CCOCC1)c1cc2cc([N+](=O)[O-])ccc2s1,-3.6,116.0,122.4,113.0,108.2,118.9,3.0,92.5
CC(C)OC(=O)Nc1ccc2c(c1)N(C(=O)CCN1CCN(CCO)CC1)c1ccccc1CC2,-1.4,108.5,98.2,100.6,100.6,96.8,0.0,91.0
CC1(C)NC(=O)N(CC(=O)N2CCN(S(=O)(=O)c3cc(Cl)ccc3Cl)CC2)C1=O,7.3,91.5,88.8,86.2,87.6,85.6,0.0,91.1
CN(CC(=O)NCc1ccco1)CC(=O)Nc1ccc(F)c(F)c1F,-35.5,100.3,97.1,100.2,98.5,91.7,1.0,76.7
CC(=O)N1c2ccc(S(=O)(=O)N3CCCCC3)cc2CC1C(=O)Nc1ccc(F)cc1C (stereo unspecified),7.0,110.6,104.3,117.0,108.2,122.2,0.0,98.7
COc1ccc(NC(=O)CSc2nnc(Cc3cccs3)n2C)cc1,10.9,89.3,93.5,100.7,89.3,106.8,1.0,135.5
COc1ccc(N(CC(=O)NCc2ccc(C)cc2)S(=O)(=O)c2c(C)noc2C)cc1,8.6,109.8,99.3,108.3,110.4,96.9,1.0,101.1
CCSc1c([N+](=O)[O-])c(=O)n(-c2ccccc2)c2ccccc12,-12.3,86.0,89.3,91.9,88.9,97.1,7.0,85.5
CNc1cc(CSc2ccc(Cl)cc2)nc(C)n1,2.6,97.8,97.8,93.2,86.7,97.6,0.0,107.6
